TbPYK inhibitor – T. brucei pyruvate kinase inhibition | Q57TT1 | TbPYK enzyme, Kinase-Glo Plus ATP luminescence, 45 min | Potency, µM (doses to about 76.8 µM), for inactives: at the highest dose activity, negative = inhibition, hits mostly inhibitors | hit rate 0.12% among 410,000 | AID 624173; active means well fitted inhibition curve with a large enough effect; inconclusive means small, poorly fitted or top-dose-only effect; further: nearly all actives have a fitted effect of over 50% in size
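Quantitative HTS: titrated library compounds versus trypanosomal pyruvate kinase in TEA buffer (pH 7.2) containing KCl, MgCl2, BSA and Tween-20. Reactions were initiated with ADP, 130 uM final. Kinase-Glo Plus luminescence was read after 45 min at RT.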
Numbers without * were called inactive; ? = inconclusive; [ ] = dose if it differs, or a comment. On the % scale 0 is the no-effect control and ±100 the full control effect; potency means the concentration at half of the fitted maximal effect. This is a subset; rates above refer to the full screens.

mol,TbPYK inhibitor
CN1C(=O)[C@H]2[C@@H](c3ccc(C(F)(F)F)cc3)N[C@]3(CCCN(Cc4ccc(C(F)(F)F)cc4)C3=O)[C@H]2C1=O,-1%
CCOc1ccccc1NC(=O)Cn1c(=O)n(CCC(=O)NCc2ccc3c(c2)OCO3)c(=O)c2ccccc21,3%
CCOC(=O)c1cc2cc(OC)ccc2n1C1CCN(CCc2ccccc2)CC1,3%
O=C1NC[C@H](CCCCN2C[C@H](Cc3ccccc3)N(CC3CCCCC3)C(=O)C2=O)N(CCc2ccccc2)C1=O,4%
CCc1ccc2c(c1)-c1ccccc1S(=O)(=O)N2CC(=O)N1CCCCC1,-5%
CCC(C)CNC(=O)c1[nH]c(C(F)(F)F)nc1-c1ccccc1 (stereo unspecified),3%
CCN(CC)C(=O)C1=C(C)N(CCCN2CCCC2=O)C(=O)C(CC(=O)NCCCCc2ccccc2)C1 (stereo unspecified),-4%
CCn1ccc2cc(S(=O)(=O)N3CCC(C(=O)NCCc4ccccc4Cl)CC3)ccc21,1%
CCOC(=O)Cn1c(=O)n(-c2ccccc2OC)c2nc(-c3cccc(F)c3)nc(C(N)=O)c21,-1%
N#C/C(=C\c1ccc(-c2ccc(Br)cc2)o1)C(=O)Nc1ccccc1O,-2%
CC(=O)c1cccc(NC(=O)c2cccn2-c2nnc(N3CCCCC3)s2)c1,0%[15.4 µM]
O=c1[nH]c2ccccc2n1C1CCN(C(c2cccs2)c2nnnn2-c2ccc3c(c2)OCCO3)CC1 (stereo unspecified),-5%

Four records picked at random from the list so far, as already listed:
mol,TbPYK inhibitor
CCOc1ccccc1NC(=O)Cn1c(=O)n(CCC(=O)NCc2ccc3c(c2)OCO3)c(=O)c2ccccc21,3%
N#C/C(=C\c1ccc(-c2ccc(Br)cc2)o1)C(=O)Nc1ccccc1O,-2%
O=c1[nH]c2ccccc2n1C1CCN(C(c2cccs2)c2nnnn2-c2ccc3c(c2)OCCO3)CC1 (stereo unspecified),-5%
CCc1ccc2c(c1)-c1ccccc1S(=O)(=O)N2CC(=O)N1CCCCC1,-5%

Additional entries.
mol,TbPYK inhibitor
CC(C)c1ccc(CNc2nc(-c3ccco3)nn2S(=O)(=O)c2ccc3ccccc3c2)cc1,0%
c1cc(-c2ccoc2)n2ccnc2c1,-2%
CCc1ccc(NC(=O)c2ccc(CNS(=O)(=O)c3ccc4c(c3)C(C)(C)C(=O)N4C)cc2)cc1,-3%
COc1ccc(C(O)c2nc(-c3ccc(F)c(Cl)c3)cs2)cc1 (stereo unspecified),-1%
CC(=O)Nc1ccc(Nc2ncnc3c2cnn3C)cc1,-1%
COc1ccccc1NC(=O)C(Cc1ccccc1)NS(=O)(=O)c1ccc2c(c1)CCN2C(C)=O (stereo unspecified),-1%
FC(F)(F)c1cc(-c2ccccc2)nc2cc(-c3ccc(Br)cc3)nn12,1%
CCc1nc2ccc(C(=O)Nc3cccc(OC)c3)cn2c1N(C)CCCc1ccccc1,0%
Cc1ccc(-c2cnc(C(O)c3cc(F)cc(Cl)c3)[nH]2)cc1 (stereo unspecified),3%
COc1ccc(CCNCc2ccc3c(c2)n(C)c(=O)n3C)cc1,2%
COC(=O)C(Cc1c[nH]c2ccccc12)NC(=O)COc1cccc(C)c1 (stereo unspecified),-5%
Cc1nn(Cc2ccc(Cl)c(Cl)c2)c(C)c1NC(=O)c1noc2c1CCc1ccccc1-2,3%

mol,TbPYK inhibitor
C[C@]12CC[C@@H](O)CC1=CC(=O)C1C2CC[C@]2(C)C(=O)[C@H](O)CC12 (stereo partly specified),2%
CCN1CCN(c2c(S(=O)(=O)c3ccccc3)cnc3ccc(Cl)cc23)CC1,2%
COC(=O)c1ccc2nc(-c3cccc(Br)c3)c(Cc3ccccc3)n2c1,-1%
CCCc1cc(=O)oc2cc(C)c3c(-c4cccc(OC)c4)coc3c12,-3%
Cc1ccccc1NC(=O)CSc1nc2ccc(NC(=O)c3ccco3)cc2s1,3%
CCOc1ccc(NC(=O)c2ccc(NC(=O)CCS(=O)(=O)c3cccs3)cc2)cc1,0%
Clc1ccc(-n2ncc3c(NC4CCCC4)ncnc32)cc1,1%
CC1(C)CC(=O)C2=C(C1)NC(=O)CC2,4%
Cc1ccc2oc3c(c(=O)c2c1)C1(C(=O)N(C)c2ccccc21)N(CCCO)C3=O (stereo unspecified),-9%
Cc1ccc(NC(=O)c2ccc3snnc3c2)cc1Cl,2%
Cc1ccc2c(c1)C(=O)OC(C(=O)Nc1ncc(Cc3ccccc3Cl)s1)C2 (stereo unspecified),-1%
O=CNc1cc(-c2cccc(F)c2)cn2c(-c3ccc(F)cc3)cnc12,3%

Look-ups from the entries so far.
CCN1CCN(c2c(S(=O)(=O)c3ccccc3)cnc3ccc(Cl)cc23)CC1 @ TbPYK inhibitor: 2%
Clc1ccc(-n2ncc3c(NC4CCCC4)ncnc32)cc1 @ TbPYK inhibitor: 1%
Cc1ccc2oc3c(c(=O)c2c1)C1(C(=O)N(C)c2ccccc21)N(CCCO)C3=O (stereo unspecified) @ TbPYK inhibitor: -9%
COC(=O)c1ccc2nc(-c3cccc(Br)c3)c(Cc3ccccc3)n2c1 @ TbPYK inhibitor: -1%
O=CNc1cc(-c2cccc(F)c2)cn2c(-c3ccc(F)cc3)cnc12 @ TbPYK inhibitor: 3%

Continuation.
mol,TbPYK inhibitor
Cc1cc2nn(-c3ccc(F)cc3)nc2cc1NC(=O)c1cccc2c(Cl)cccc12,2%
Cc1n[nH]c(=O)n(N=Cc2cccs2)c1=O,-10%
CC(=O)c1ccc(N2CCN(C(=O)c3cc4c(s3)-c3ccccc3OC4)CC2)cc1,-15%
CCN(CC)c1ccc(NC(=O)c2cc(CN3CCCC3)on2)c(C)c1,-15%
CCC(=O)N1CCCC(C(=O)Nc2ccc3cn[nH]c3c2)CC1 (stereo unspecified),1%
COc1ccc(NC(=O)C2(C)CCN2CCOc2ccc(C)cc2)cc1OC (stereo unspecified),4%
CC1=C(C(=O)Nc2cccnc2)C(c2ccc(C)cc2)n2nc(SCc3ccccc3F)nc2N1 (stereo unspecified),-2%
CN(C)c1ccc(CNC(=O)Cc2ccc(NC(=O)N3CCCCc4ccccc43)cc2)cc1,-8%
O=C(c1ccc(F)cc1F)N1CCC(c2nc(-c3ccc(S(=O)(=O)N4CCCC4)cc3)no2)CC1,3%
O=C(OCC1(COC(=O)c2cccnc2)CCCC(COC(=O)c2cccnc2)(COC(=O)c2cccnc2)C1O)c1cccnc1,-7%
CCOC1=C2[C@H](c3ccc(C)cc3)N(S(=O)(=O)c3ccc(C)cc3)C[C@H]2n2c(=O)n(-c3ccccc3)c(=O)n2C1,2%
COC(=O)C[C@H]1C[C@H]2c3cc(NC(=O)C4CCOCC4)ccc3O[C@H]2[C@@H](CO)O1,2%

mol,TbPYK inhibitor
CCOC(=O)c1c(NC(=O)/C=C/c2ccc(OC)cc2)sc2c1CCC(C)C2 (stereo unspecified),-1%
Cn1cc(CN2CCC(C(=O)NC(c3ccc(-c4ccccc4)cc3)c3cnccn3)CC2)c2ccccc21 (stereo unspecified),-8%
CCOc1ccc(S(=O)(=O)N(C(C)=O)c2ccc3oc(C)c(C(=O)OC)c3c2)cc1,-4%
Cc1sc2ncn(CC(=O)N3CCN(c4ccccc4F)CC3)c(=O)c2c1S(=O)(=O)N1CCC(C)CC1,0%
COC(=O)c1c(NC(=O)c2c(OC)cccc2OC)sc2c1CCCC2,-4%
Cc1ccc2nc(-c3ccccc3F)c(Nc3ccc(Cl)cc3)n2c1,-11%
OCc1ccccc1-c1cnc2sc(NCc3ccc(F)cc3)nn12,3%
O=C(Oc1ccccc1)N1CCC2(CC1)CCN(C(c1ccccc1)c1ccccc1)CC2,-4%
COCCNC(=O)C1(C)CCCN(C(=O)c2ccc3ccccc3c2)C1 (stereo unspecified),5%
CCOc1ccccc1CNC(=O)c1oc2c(c1C)-c1nn(Cc3cccc(Cl)c3)cc1CC2,-1%
COc1ccc(-c2csc(C(C)(O)c3cccc(F)c3)n2)cn1 (stereo unspecified),-2%
Cc1ccc2ncc(C(=O)Nc3cccc(C(F)(F)F)c3)c(=O)n2c1,-5%

mol,TbPYK inhibitor
CC1(C(=O)NS(=O)(=O)C2CC2)CCCN(C(=O)c2ccccc2C(F)(F)F)C1 (stereo unspecified),0%
O=C(Oc1ccccc1)N1CCC2(CCN(Cc3ccccc3)CC2)CC1,-8%
CCOC(=O)[C@]12CCC=C1N(Cc1ccccc1)C(=O)[C@H](CC(=O)NCC1CCCCC1)C2,-11%
Cc1nn(C)c2c1c(C(F)(F)F)cc(=O)n2CC(=O)NCc1ccc(OC(C)C)cc1,1%
COc1ccc(Cl)cc1S(=O)(=O)Nc1ccc2[nH]c(=O)[nH]c2c1,-12%
Cc1ccc(CN2CCC(CNC(=O)Nc3cccc(Cl)c3C)C2)cc1 (stereo unspecified),-10%
Cc1cccc(C(=O)NCC(=O)OCc2cc(=O)n3nc(C)sc3n2)c1,3%
CCOC(=O)c1ccccc1NC(=O)CSc1ccc(-c2cccs2)nn1,1%
CCCCN(C)C(=O)CN1C(=O)CCn2nc(-c3cn(C)c4ccccc34)cc21,3%
CCn1c(=O)c2cc(C(=O)NCCCN3CCN(c4ccc(F)cc4)CC3)sc2c2ccccc21,-5%
C[C@@H]1CCCCO[C@H](CN(C)C(=O)Nc2cccc3ccccc23)[C@@H](C)CN([C@H](C)CO)C(=O)c2cc(N(C)C)ccc2O1,11µM*
CCOC(=O)c1ccc(NC(=O)c2noc3c2CCCC3)cc1,-7%

mol,TbPYK inhibitor
CN(Cc1ccccc1)C(=O)C1CCN(S(=O)(=O)Cc2ccccc2)CC1,-4%
COc1cc(C(=O)N(Cc2cccnc2)c2nc3cc(C)c(C)cc3s2)cc(OC)c1OC,4%
CCCn1c(CCC(=O)Nc2ccccc2OC)nc2cccnc21,-2%
COc1ccc(NC(=O)Cn2c(=O)n(C(C)C)c(=O)c3oc4ccccc4c32)cc1Cl,6%
CCc1nc2ccc(C(=O)N(C)CCCN(C)C)cn2c1N(CC)CCOC,1%
CC(=O)Nc1ccc(NC(=O)C(c2ccccc2)N2Cc3ccccc3C2=O)cc1 (stereo unspecified),5%
Cc1ccc(C(CC(=O)Nc2ccc(F)c(Cl)c2)N2Cc3ccccc3C2=O)cc1 (stereo unspecified),-9%
COc1cccc(CNC(=O)c2cc(=O)[nH]c3ccc(S(=O)(=O)N4CCCCC4)cc23)c1,0%
COc1ccc(CNC(=O)CCS(=O)(=O)c2cc(Br)cc3c2N(C(=O)C2CC2)CC3)cc1,-4%
Cc1ccc(S(=O)(=O)NC(=O)C2(C)CCN2C(=O)c2cccc(F)c2)cc1 (stereo unspecified),-2%
O=C(Nc1ccc(F)cc1)c1ccc(CN2CC(=O)N3CCCCC3C2=O)cc1 (stereo unspecified),0%
Cc1cccc(OCC(=O)Nc2ccc3c(c2)N(C)C(=O)c2ccccc2S3)c1,9%

Overlap with the part before: 2 compounds, followed by the next part.
mol,TbPYK inhibitor
O=C(Nc1ccc(F)cc1)c1ccc(CN2CC(=O)N3CCCCC3C2=O)cc1 (stereo unspecified),0%
Cc1cccc(OCC(=O)Nc2ccc3c(c2)N(C)C(=O)c2ccccc2S3)c1,9%
O=C(Cc1ccccc1F)N1CCC(c2nc3c(nnn3Cc3cccc(Cl)c3)c(=O)[nH]2)CC1,3%
O=C(Nc1cccc2ccccc12)N1Cc2ccccc2-n2nncc2C1,-9%
Cc1cc(C)cc(NC(=O)C(=O)NC(C)c2ccccc2)c1 (stereo unspecified),-3%
Nc1ccc(Nc2ccncc2)cc1,-1%
CCC(=O)N1CCc2cc(Br)cc(S(=O)(=O)N3CCC(C(=O)Nc4cccc(C)c4)CC3)c21,4%
Cc1cccc(NC(=O)COc2cccc3c2CCNC3=O)c1,1%
CC(C)c1ccc(NS(=O)(=O)c2ccc3[nH]cc(C(=O)N4CCCC4)c(=O)c3c2)cc1,2%
CC(Oc1ccccc1F)C(=O)Nc1ccc(-c2nc3ccccc3s2)cc1 (stereo unspecified),0%
CCN(CCCNC(=O)CN1N=C(c2ccccc2)CCC1=O)c1ccccc1,-7%
CN1OC[C@@H]2CN[C@H](c3cccc(Oc4ccccc4)c3)C[C@@H]21,3%
CNC[C@@H]1OCc2ccccc2-c2c(n(C)c3ccccc23)C(=O)N([C@H](C)CO)C[C@H]1C,9%
O=C(Cn1ncc2c3ccccc3n(Cc3cccc(Cl)c3)c2c1=O)NCCCN1CCCCC1,0%

mol,TbPYK inhibitor
COc1ccccc1CNS(=O)(=O)c1ccc2c(c1)CC(C)N2C(C)=O (stereo unspecified),-2%
COc1ccc(-c2c(C#N)c(SCC(=O)Nc3cccc(Cl)c3)nc(C)c2C(=O)Nc2ccccc2)cc1OC,1%
CCN(c1ccccc1)S(=O)(=O)c1ccc(-c2cc(C)no2)s1,3%[15.4 µM]
COc1ccc(NC(=O)c2oc3ccccc3c2NC(=O)c2cc(C)cc(C)c2)c(OC)c1,3%
COc1cccc2c1cc1c(=O)n(CC(=O)NCc3ccco3)nc(C)n12,1%
COc1ccc(C)cc1-n1nnc(C(=O)Nc2cccc(SC)c2)c1C,-10%
CC(C)NC(=O)N1Cc2cc(C(=O)NC3CCCC3)nc(-c3cccc(-c4cccnc4)c3)c2[C@H]1CCO,-1%
CCc1nc2cc(NC(=O)C3(C)CCCN(C(C)C)C3)ccc2o1 (stereo unspecified),5%
O=C(NCC1=C(c2ccc3ccccc3c2)C[C@@H]2CC[C@H]1N2Cc1ccco1)c1ccncc1,-2%
Cc1ccc(Nc2n[nH]c(=S)s2)c(C)c1,?
O=C(Cc1ccccc1)NC1CC(=O)N(c2ccc3c(c2)OCCO3)C1 (stereo unspecified),3%
